# Screening results: PubChem, several laboratories
# E-sel TNF inh: blocks E-selectin expression induced by TNF alpha. actives 0.71% (n = 120,000). inhibition, % at 2 µM. AID 1246. HUVEC TNFa-induced E-selectin immunofluorescence, high content;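 active means inhibition above the batch mean plus 3 SD, and confirmed as a hit on visual image review, cut at about 43% in these data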;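 further: 0% = TNF-stimulated DMSO wells and 100% = unstimulated control wells; not every result past the cut was called active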
# HCT116 bCat-KO: beta-catenin-lacking colon tumor cell growth suppression | actives 1.5% (n = 140,000) | HCT116 beta-catenin knockout viability, CellTiter-Glo, 60 h; active compounds read low | viability, % at 10 µM;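 active means viability at or under a set limit, the compound median less 4 SD, cut at about 6% in these data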;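 further: 0% = Hyamine 1622 control at 20 µM and 100% = untreated cell control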
# Measles CPE: protection of cells from measles virus; Measles virus-infected cells, CPE protection, absorbance; protection (pct of control), % at 4 µM; actives 1.5% (n = 140,000); in the data active means protection mostly above about 24%, no sharp cut-off; inactive means mostly below about 26%; further: some compounds called inactive have numbers as strong as hits
# Phagocyt inh: inhibitors of macrophage phagocytosis; AID 1029; J774A.1 macrophage IgG-bead phagocytosis, imaging; inhibition, % at 5 µM; actives 0.07% (n = 110,000);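 active means inhibition above the mean of the plate negative controls plus 5 SD, cut at about 13% in these data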;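 further: phagocytic index as fraction of beads internalized from green versus red external bead signal; plate controls were DMSO negative control for no effect and cytochalasin-D positive control for full effect; some results beyond the cut were filed as inactive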
# NPY-Y2 antag: NPY-Y2 (human) receptor antagonism; P49146; AID 793; NPY-Y2 expressing cells, antagonist mode; actives 0.99% (n = 140,000); inhibition, % at 2.7 µM; in the data active means inhibition above about 17%;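 further: 0% = vehicle with agonist challenge and 100% = reference antagonist with challenge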
# Target sequence (P49146 whole entry, looked up): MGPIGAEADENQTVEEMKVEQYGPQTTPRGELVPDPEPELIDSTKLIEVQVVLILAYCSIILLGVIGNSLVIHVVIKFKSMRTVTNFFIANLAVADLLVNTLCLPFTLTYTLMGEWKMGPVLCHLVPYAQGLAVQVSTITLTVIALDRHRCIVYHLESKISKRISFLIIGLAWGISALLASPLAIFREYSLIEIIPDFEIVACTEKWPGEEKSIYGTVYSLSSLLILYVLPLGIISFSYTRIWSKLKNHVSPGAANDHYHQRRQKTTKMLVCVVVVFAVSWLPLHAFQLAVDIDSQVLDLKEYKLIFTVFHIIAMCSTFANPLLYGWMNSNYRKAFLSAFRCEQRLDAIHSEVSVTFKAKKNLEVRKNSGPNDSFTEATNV
# GALR2 blocker: GALR2 (human) receptor antagonism; actives 0.39% (n = 140,000); GALR2-expressing cells, antagonist mode; inhibition, % at 4 µM; in the data active means inhibition above about 27%;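 further: cells stimulated with galanin 1-16 at roughly its EC80; 0% = agonist challenge control and 100% = basal control without agonist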
# Target sequence (O43603 whole entry, looked up): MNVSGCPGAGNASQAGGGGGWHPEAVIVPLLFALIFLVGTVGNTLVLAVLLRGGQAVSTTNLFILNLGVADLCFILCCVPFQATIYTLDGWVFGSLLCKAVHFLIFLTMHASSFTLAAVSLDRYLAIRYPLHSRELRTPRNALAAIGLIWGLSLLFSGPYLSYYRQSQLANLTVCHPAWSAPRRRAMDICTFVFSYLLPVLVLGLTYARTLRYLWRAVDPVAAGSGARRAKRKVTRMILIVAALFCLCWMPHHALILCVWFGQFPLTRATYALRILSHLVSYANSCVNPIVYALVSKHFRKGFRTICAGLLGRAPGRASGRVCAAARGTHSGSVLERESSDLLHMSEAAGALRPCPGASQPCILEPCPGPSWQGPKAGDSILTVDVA
# PTEN del growth: growth suppressors of cells with PTEN tumor suppressor deletion. HCT116 PTEN-null viability, CellTiter-Glo, 60 h; active compounds read low. viability, % at 10 µM. actives 1.2% (n = 140,000);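 active means viability at or below a set limit, 4 SD under the median of all tested compounds, cut at about 3.7% in these data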;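 further: PTEN knockout HCT116 line with beta catenin targeted HCT116 as companion control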
# Yeast lifespan up: yeast lifespan extension; S. cerevisiae growth with nicotinamide, OD615; deaD strain in restrictive glucose medium; actives 0.68% (n = 130,000); AID 775; inhibition of the nicotinamide effect, % at 10 µM;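 active means inhibition above a set limit, placed 3 SD over the median of all compounds, cut at about 26% in these data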;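 further: 0% = nicotinamide-treated wells and 100% = cells grown without nicotinamide; some compounds called inactive have numbers as strong as hits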
#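 assay system = DeaD-strain S. cerevisiae | measured by = absorbance at 615 nm | probe or stimulus = nicotinamide 1.5 mM | buffer or medium = CSMM-D glucose medium, restrictive | times = 48 h at 30 °C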
# BB579 growth dn: yeast BB579 growth reduction in restrictive medium | AID 804 | S. cerevisiae BB579 growth, OD615, 48 h | actives 0.51% (n = 140,000) | inhibition, % at 10 µM;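 active means inhibition above a set limit, 3 SD over the mean compound inhibition, cut at about 44% in these data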; further: inactives centre near -24
#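 Test system: S. cerevisiae DeaD strain BB579 yeast; Medium: restrictive CSMM-D medium; Compound: one dose, 10 µM compound with 0.25% DMSO; Incubation: 4 h cell preincubation, 48 h compound exposure, 30 °C humidified; Signal: OD at 615 nm; Benchmarks: amphotericin B at 10 µg/mL as positive control.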
# MRP1 act: activators of MRP-1. H69AR cells + doxorubicin, viability rescue, CellTiter-Glo. viability increase, % at 10 µM. actives 0.61% (n = 140,000);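 active means viability gain under doxorubicin at or above a set limit, the compound median plus 3 SD, cut at about 4.7% in these data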;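 further: MRP-1 overexpressing cells given doxorubicin 25 µM after compound pretreatment; 18-22 h compound pretreatment then 72 h with doxorubicin before readout; 0% = doxorubicin-only wells and 100% = vehicle-treated cells without doxorubicin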
# Numbers without * were called inactive; nt = no result given.
Compound	E-sel TNF inh	HCT116 bCat-KO	Measles CPE	Phagocyt inh	NPY-Y2 antag	GALR2 blocker	PTEN del growth	Yeast lifespan up	BB579 growth dn	MRP1 act
CCCS(=O)(=O)N1CCC(C(=O)NCCc2ccc(OC)c(OC)c2)CC1	nt	92	5	1	4	13	103	-6	-27	-0.6
CCOC(=O)C1CCN(C(=O)CCc2ccccc2)CC1	-3	93	3	-1	1	3	107	-2	-42	-0.9
Cc1cccc(N(C(=O)c2sc(C)nc2C)C(C(=O)NCc2ccco2)c2ccccc2)c1 (configuration not stated)	-16	92	12	0	4	18	106	-18	-73	-0.5
CCOC(=O)c1sc2ccc(S(=O)(=O)N3CCCCC3)cc2c1N	13	35	15	-2	0	-15	35	-5	-17	-3.3
O=S(=O)(c1ccc2ccccc2c1)N1C=CC(C(F)(F)F)=NCC1	-3	91	5	1	6	-12	88	2	-56	-2.5
CN(C)c1ccc(/C=N/NC(=O)c2ccccc2Cl)cc1	-2	34	1	-3	5	-1	32	1	-53	-2.6
COc1ccc(N(CC(=O)Nc2ccc3c(c2)OCCO3)S(C)(=O)=O)c(OC)c1	0	89	5	0	2	-2	85	-4	-31	-3.4
CCCn1c(Sc2nc3c(c(=O)[nH]c(=O)n3C)n2CCC)nc2c1c(=O)[nH]c(=O)n2C	52	95	4	nt	0	5	95	0	-16	-2.4
CCCCN1C(=O)C(NC(=O)CC(C)C)(C(F)(F)F)C2=C1CC(C)(C)CC2=O (configuration not stated)	-32	90	5	nt	0	-4	96	19	-40	-1.3
O=C(NCCN1CCOCC1)c1cc2ccccc2o1	16	103	12	0	1	-11	99	-2	-36	-0.6
O=C(NCc1ccccc1)c1cccnc1N1CCOCC1	6	93	25	nt	0	-13	99	2	4	-3.8
O=C(CN1CCSC1=NCc1ccccc1)c1ccccc1	nt	84	38	-9	3	-3	84	5	-36	-1.5
CC(/C=N/n1cnnc1)=C\c1ccccc1	-25	87	19	2	0	-10	94	-8	23	-2.1
CCc1ccc(C(C(=O)NCc2ccc(OC)cc2)N(CCOC)C(=O)Cc2cccs2)cc1 (configuration not stated)	-4	68	4	-2	5	-6	64	-14	-10	-2.2
Cn1cc(Cl)c(C(=O)OCC(=O)Nc2nc(-c3ccc(Br)cc3)cs2)n1	-18	107	10	nt	9	-6	104	nt	-15	-0.1
COc1ccc(OCC(=O)O/N=C(\N)Cc2ccc(Cl)cc2Cl)cc1	-9	93	12	-1	13	-5	92	-15	-30	-0.7
c1ccc2c(c1)OCC(c1csc3ncnc(N4CCCC4)c13)O2 (configuration not stated)	nt	52	7	0	4	-8	52	-11	-31	-5.0
COc1cc(/C=C/C(=O)OCC(=O)NC2CCS(=O)(=O)C2)ccc1O (configuration not stated)	nt	83	5	-13	-1	6	86	0	-9	-1.1
O=c1[nH]c(=O)n(C2CCCO2)cc1F (configuration not stated)	nt	75	46	nt	6	13	89	5	-33	-1.3
COc1ccc(NC(=O)N2CCCC2C(=O)Nc2ccc(C)c(Cl)c2)cc1 (configuration not stated)	-18	97	7	0	0	-9	79	-13	-8	-0.7

# Whole records, quoted from the list:
# CN(C)c1ccc(/C=N/NC(=O)c2ccccc2Cl)cc1 as listed: E-sel TNF inh: -2; HCT116 bCat-KO: 34; Measles CPE: 1; Phagocyt inh: -3; NPY-Y2 antag: 5; GALR2 blocker: -1; PTEN del growth: 32; Yeast lifespan up: 1; BB579 growth dn: -53; MRP1 act: -2.6
# CCCS(=O)(=O)N1CCC(C(=O)NCCc2ccc(OC)c(OC)c2)CC1 as listed: E-sel TNF inh: nt; HCT116 bCat-KO: 92; Measles CPE: 5; Phagocyt inh: 1; NPY-Y2 antag: 4; GALR2 blocker: 13; PTEN del growth: 103; Yeast lifespan up: -6; BB579 growth dn: -27; MRP1 act: -0.6
# O=C(NCCN1CCOCC1)c1cc2ccccc2o1 as listed: E-sel TNF inh: 16; HCT116 bCat-KO: 103; Measles CPE: 12; Phagocyt inh: 0; NPY-Y2 antag: 1; GALR2 blocker: -11; PTEN del growth: 99; Yeast lifespan up: -2; BB579 growth dn: -36; MRP1 act: -0.6

# The listing picks up, starting two compounds before the break.
# Below each compound: E-sel TNF inh, HCT116 bCat-KO, Measles CPE, Phagocyt inh, NPY-Y2 antag, GALR2 blocker, PTEN del growth, Yeast lifespan up, BB579 growth dn, MRP1 act
O=c1[nH]c(=O)n(C2CCCO2)cc1F (configuration not stated)
→ nt, 75, 46, nt, 6, 13, 89, 5, -33, -1.3
COc1ccc(NC(=O)N2CCCC2C(=O)Nc2ccc(C)c(Cl)c2)cc1 (configuration not stated)
→ -18, 97, 7, 0, 0, -9, 79, -13, -8, -0.7
COc1cccc(CN2CCC(N(CCc3ccccc3)Cc3ccccc3)CC2)c1OC
→ nt, 12, 3, -5, 31*, 3, 9, 5, -55, -3.5
Cc1cc(C)nc(N2CCC(C(=O)Nc3ccc4c(c3)CCC4)CC2)n1
→ 13, 91, 7, -1, 1, 0, 97, -11, -39, -0.4
O=C(NCCc1ccccc1)c1ccccc1NS(=O)(=O)N1CCCC1
→ 2, 94, 17, -1, 5, -12, 94, -13, -13, -1.1
Cc1cc(/C=N/n2cnnc2)c(C)n1-c1ccccc1
→ 11, 103, 28, -2, 2, -5, 85, -14, -22, -2.8
CCOC(=O)c1cc(CC)sc1N
→ -1, 104, 4, 1, 4, -3, 101, -21, -49, -3.0
c1ccc(OCCN2C3=NCCN3c3ccccc32)cc1
→ 7, 82, 13, 0, 8, 7, 92, -2, -52, -0.8
CC(=O)NC1(c2cccc(F)c2)CCN(CC(=O)NC(C)C)CC1
→ 8, 94, 18, nt, -2, 7, 85, -16, -20, -1.9
Cc1ccc2c(c1)NC(=O)C(CC(=O)N(C)Cc1ccccc1)O2 (configuration not stated)
→ nt, 100, 9, 0, 1, -6, 100, -8, -33, 2.6
COc1ccc(C(=O)Cc2nnc(C)s2)cc1
→ 0, 91, 7, -1, 2, -3, 91, -4, -2, -0.8
O=C(CN1CCN(Cc2ccc(Cl)cc2)CC1)N/N=C/C=C/c1ccccc1[N+](=O)[O-]
→ 15, 74, 5, -4, -1, -26, 79, -1, -63, -0.9
Cc1ccc(S(=O)(=O)N2CCN(C(=O)c3ccc(OCc4c(C)noc4C)cc3)CC2)cc1
→ nt, 83, 7, -1, 2, 5, 82, -9, -12, -0.2
Cc1cc(C(=O)CSc2nc(N)cc(N)n2)c(C)n1-c1cccc(C(F)(F)F)c1
→ 31, 41, 12, -6, 1, 0, 53, -2, -1, 3.3
Cc1ccc(OCCN2C(=O)c3ccccc3C2=O)c([N+](=O)[O-])c1
→ nt, 96, 17, -1, 3, 0, 104, -2, -18, 1.2
Cc1ccc(C)c(NC(=O)c2ccc(N(C)S(C)(=O)=O)cc2)c1
→ -5, 93, 10, 0, 3, 1, 90, -10, -33, -0.2
Cc1ccc(CCc2nnc(SCC(=O)Nc3ccccc3Cl)n2-c2ccccc2)o1
→ -6, 86, 8, -6, 8, 3, 84, 18, -58, 0.1
CCOC(=O)c1cnn(-c2ccccc2)c1NC(=O)c1ccccc1
→ -25, 100, 12, 0, 3, 5, 85, -10, -49, -0.7
O=C(CSc1nnc(-c2ccoc2)o1)N1CCOCC1
→ 1, 97, 9, 3, 4, 1, 98, -3, 4, -0.4
O=C(CNC(=O)c1ccccc1C(=O)O)c1ccccc1
→ 0, 95, 17, 2, -1, 7, 112, nt, 2, 2.8
Cc1cc(=O)[nH]c(SCC(=O)c2c(N)n(C)c(=O)n(C)c2=O)n1
→ 12, 98, 10, 0, 0, 7, 96, -7, 10, -1.6
COC(=O)c1sc(NC(=O)CSc2nncs2)c(C(=O)OC)c1C
→ 17, 81, 31*, -1, 3, -5, 90, -6, -32, -2.2
CCCCNC(=S)NNC(=O)c1ccoc1C
→ 24, 97, 3, nt, 2, 10, 104, -5, -29, -0.5
O=C(COc1cccc2ccccc12)N1c2ccccc2CCc2ccccc21
→ nt, 63, 7, nt, 2, -7, 43, -12, -8, -2.7
Cn1cnc2cc(OC(=O)c3ccccc3)ccc21
→ 3, 104, 21, nt, 2, -30, 101, -18, -14, 3.8
CCS(=O)(=O)c1ccc(-c2csc(-c3ccccc3)n2)c(Cl)c1Cl
→ nt, 76, 5, 0, -1, -8, 77, -19, -46, -0.9
O=C(O)CSc1nnc(Cn2c(=O)sc3ccccc32)n1-c1cccc(Cl)c1
→ -27, 116, nt, -1, 4, 4, 112, -19, 2, 1.4
Cc1ccc(C(=O)COC(=O)CNC(=O)Cc2ccccc2)cc1[N+](=O)[O-]
→ -16, 101, 16, -1, 2, -2, 85, -12, -16, -0.9
COc1cc(S(=O)(=O)N(CCc2ccccc2)Cc2cccs2)ccc1-n1cnnn1
→ -10, 87, 11, nt, 4, -2, 100, nt, -49, -2.6
O=C(CSc1nc2ccccc2[nH]1)N1CCN(C(=O)c2ccco2)CC1
→ nt, 83, 2, -12, 1, -19, 91, 12, -48, -3.2
Cc1cc(C)n(CC(O)Cn2c3ccccc3c3ccccc32)c(=O)n1 (configuration not stated)
→ nt, 98, 7, -1, 6, -6, 104, -12, -32, -0.4
CCCCN(CCCC)C(=O)CN(C)S(=O)(=O)c1ccc2c(c1)n(C)c(=O)c(=O)n2C
→ -33, 91, 4, nt, 1, -4, 94, -4, -38, -3.4
Cc1ccc(C)c2nc(SCC(=O)N3CCCc4ccccc43)c(C#N)cc12
→ -36, 88, 13, 0, 1, -1, 83, -9, -21, 1.8
CCSc1ncc(/C=N/Nc2ccccc2)n1C
→ 8, 89, 6, 0, 2, 22, 81, -18, 30, -1.4
O=C(CNC(=O)c1cccs1)c1ccc(F)cc1
→ -18, 98, 18, nt, 5, -6, 105, nt, -31, 1.4
CC(C(=O)NC1CCCC1)N(Cc1ccc2c(c1)OCO2)C(=O)c1snc(C(N)=O)c1N (configuration not stated)
→ -44, 92, nt, 4, 0, 8, 89, -6, -54, -2.2
O=C(c1ccc2[nH]c3c(c2c1)CCCC3)N1CCN(c2ccc(F)cc2)CC1
→ 48, 100, 3, -4, 4, -4, 93, 2, -34, 1.4
COCc1c(C(=O)OCc2nc(N)nc(Nc3ccccc3C)n2)oc2ccccc12
→ -12, 80, 7, nt, 2, 4, 77, -11, 6, -2.5
C=CCSc1nnc(-c2ccc(Cl)cc2Cl)o1
→ -13, 111, 12, 4, 1, -11, 90, -20, -41, -4.3
COC(=O)[C@H](C)NC(=O)COc1ccccc1
→ nt, 91, 8, -1, 0, 21, 86, -17, -23, -1.7
O=C(COc1ccccc1F)NC1CC1
→ -19, 93, 2, -3, 5, -20, 104, 2, -49, 0.5
